CendR NRP1 mod – alters CendR peptide binding to human NRP-1; FAM-RPARPAR peptide binding to NRP-1, fluorescence polarization; O14786; inhibition, % at 25 µM; AID 602438; 0.85% of 360,000 active;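 active means inhibition or corrected inhibition above about 18%, plus a signal ratio from 0.5 to 1.5, limit read from the data, passing the limit was not always enough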; further: strong numbers were not always called active
SUMO1-SIM PPI – alters human SUMO1 binding to SIM partners; 0.33% of 360,000 active; SUMO1 binding to a labelled peptide, TR-FRET, 1 h; inhibition, % at 20 µM; in the data active means inhibition above about 37%
Target sequence (P63165 whole entry, looked up): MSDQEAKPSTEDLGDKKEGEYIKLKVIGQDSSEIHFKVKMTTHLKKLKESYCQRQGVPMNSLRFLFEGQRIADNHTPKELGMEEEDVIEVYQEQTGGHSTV
Scp1 inh – blocks human Scp-1 phosphatase activity | Q9GZU7 | Recombinant Scp1, phosphopeptide, malachite green phosphate absorbance | inhibition, % at 20 µM | 0.88% of 340,000 active | AID 493091;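 active means inhibition above about 50% at 20 µM, limit read from the data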;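 further: plate controls were DMSO wells with enzyme for no effect and wells lacking enzyme for full effect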
Target sequence (Q9GZU7 76-261 limits assumed): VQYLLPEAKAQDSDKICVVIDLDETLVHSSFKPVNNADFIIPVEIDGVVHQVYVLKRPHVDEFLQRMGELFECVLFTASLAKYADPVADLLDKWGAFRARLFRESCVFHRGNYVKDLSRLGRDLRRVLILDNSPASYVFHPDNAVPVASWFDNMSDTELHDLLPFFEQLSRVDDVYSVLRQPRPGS
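Material: truncated SCP-1 phosphatase (76-261aa) / Buffer or medium: 50 mM Tris acetate pH 5.5, 0.005% Tween-20, 10 mM MgCl2 / Compound dosing: one concentration, 20 µM, with 1.0% DMSO / Incubation: 45 min room-temperature reaction, 5 min colour, 30 min stabiliser / Detection: colorimetric free-phosphate detection, absorbance 630 nm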
LMPTP block – blocks human LMPTP phosphatase. recombinant LMPTP-A, OMFP fluorogenic substrate, fluorescence intensity. 0.22% of 360,000 active. AID 651560. P24666. inhibition, % at 20 µM;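 active means compounds that cut the enzyme signal by at least half of the control window in the single-dose screen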;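 further: plate controls were DMSO wells with enzyme plus substrate for no effect and substrate without enzyme for full effect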
Target sequence (P24666 whole entry, looked up): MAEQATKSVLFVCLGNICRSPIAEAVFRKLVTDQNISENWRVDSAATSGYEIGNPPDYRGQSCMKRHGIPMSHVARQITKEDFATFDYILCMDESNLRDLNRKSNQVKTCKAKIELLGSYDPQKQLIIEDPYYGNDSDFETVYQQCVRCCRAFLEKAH
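Test system – LMPTP-A phosphatase enzyme · Quantity – 0.625 nM LMPTP-A final · Reagent – OMFP substrate, 400 µM final · Dosing – one test concentration per compound, 20 µM, with 3% DMSO overall · Timing – 50 min enzyme reaction at room temperature, protected from light · Detection – fluorescence intensity · Controls – substrate-only low control, DMSO enzyme-plus-substrate high control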
NadD block – NadD (S. aureus) enzyme inhibition; purified NadD enzyme, colorimetric absorbance read-out; 0.78% of 360,000 active; inhibition, % at 20 µM; in the data active means inhibition above about 26%; further: some compounds past the cut are filed as inactive
DNMT1 block – inhibitors of human DNMT1; P26358; AID 588458; inhibition (reported as % activation of signal), % at 10 µM; 0.83% of 360,000 active; DNMT1 molecular beacon, Hinp1I cleavage, fluorescence; in the data active means inhibition above about 50%
SKN-1 inh – C. elegans SKN-1 inhibition; AID 624304; 0.49% of 360,000 active; C. elegans VP596 Pgst-4::GFP/RFP ratio, acrylamide-induced, 24 h; inhibition, % at 21.8 µM;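 active means interference check ratio from 0.5 to 1.5 plus GFP to RFP signal ratio inhibition reaching or exceeding a fixed threshold, cut at about 30% in these data, passing the limit was not always enough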; further: some compounds called inactive have numbers as strong as hits
STEP inh – STEP (human) phosphatase inhibition. AID 588621. recombinant STEP, OMFP fluorogenic substrate, fluorescence. P54829. inhibition, % at 20 µM. 0.25% of 360,000 active;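 active means inhibition at 20 µM, scaled per plate between control wells, above about 37%, limit read from the data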;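 further: 0% = DMSO with enzyme and substrate and 100% = substrate only without enzyme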
Target sequence (P54829 whole entry, looked up): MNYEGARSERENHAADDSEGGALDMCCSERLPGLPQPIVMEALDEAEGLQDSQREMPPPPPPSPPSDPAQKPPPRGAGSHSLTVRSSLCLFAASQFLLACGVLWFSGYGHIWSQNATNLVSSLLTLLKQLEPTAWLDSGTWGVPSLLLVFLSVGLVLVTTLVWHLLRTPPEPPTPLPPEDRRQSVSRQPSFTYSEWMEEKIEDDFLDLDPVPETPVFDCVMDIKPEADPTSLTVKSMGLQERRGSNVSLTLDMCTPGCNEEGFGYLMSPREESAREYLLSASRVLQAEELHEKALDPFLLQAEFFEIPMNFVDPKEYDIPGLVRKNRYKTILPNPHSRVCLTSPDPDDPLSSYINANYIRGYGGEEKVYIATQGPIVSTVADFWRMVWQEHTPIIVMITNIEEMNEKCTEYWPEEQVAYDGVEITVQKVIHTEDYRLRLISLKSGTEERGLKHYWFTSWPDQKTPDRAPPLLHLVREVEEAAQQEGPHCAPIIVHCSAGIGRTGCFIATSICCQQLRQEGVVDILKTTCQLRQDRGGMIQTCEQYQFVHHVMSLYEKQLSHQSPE
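Also added – OMFP at 25 µM · Test system – STEP tyrosine phosphatase · Technique – FITC-channel fluorescence of OMFP product · Schedule – 20 min at room temperature, dark · Evaluation – control-normalized % inhibition with plate pattern correction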
MT1-MMP act inh – blocks activation of human MT1-MMP. P50281. HT1080 RFP-PRO-GFP cells, GFP/RFP ratio fluorescence, overnight; percent of plate control window, DMSO zero. GFP/RFP ratio change, % at 20 µM. 0.061% of 360,000 active. AID 651647;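 active means GFP/RFP ratio change of at least 30% with cell ATP level not reduced by more than half and red fluorescence within 50% of control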; further: strong numbers were not always called active
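Read-out: GFP/RFP fluorescence ratio; Test system: RFP-PRO-GFP reporter HT1080 cells; Compound dosing: single-point 20 µM compound, 1% DMSO; Times: overnight compound exposure at 37 °C.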
Rpn11 block – inhibitors of human proteasome Rpn11; O00487; AID 588493; 0.59% of 360,000 active; calls only at 20 µM; human 26S proteasome, Ub4-pepOG fluorescence polarization; 20S core pre-blocked with epoxomicin;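 active means inhibition at 20 µM, scaled to each plate's controls, above about 33%, limit read from the data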
* marks the source's active call; other numbers are inactive results; i = inactive; . = no result given; + = active, no number.

SMILES	CendR NRP1 mod	SUMO1-SIM PPI	Scp1 inh	LMPTP block	NadD block	DNMT1 block	SKN-1 inh	STEP inh	MT1-MMP act inh	Rpn11 block
COc1ccc(/C(C)=N/NC(=S)NCCc2ccccc2)c(O)c1	-10	3	-2	1.7	5	-2	2	0	2	i
COc1cc(CNC(=O)C2CCCN2S(=O)(=O)c2ccccc2)cc(OC)c1OC (stereo not given)	9	2	-3	0.2	-7	-1	12	-1	5	i
Clc1ccc(OCCOCCN2CCCCC2)c(Br)c1	10	2	0	-2.1	-4	11	-9	0	-2	i
O=C(O)c1ccc(NS(=O)(=O)c2cccc(C(=O)Nc3ccccc3[N+](=O)[O-])c2)cc1	2	-10	-10	-0.4	-4	-1	10	-2	0	i
COc1ccc(NC(=O)c2c(N)no[n+]2[O-])c(OC)c1	-4	0	-14	-2.7	-6	0	12	1	4	i
CN1CCN(C(=O)CN(Cc2ccc(Cl)cc2)S(C)(=O)=O)CC1	-13	-1	-5	-0.9	0	-2	-15	0	1	i
CCN(CC)S(=O)(=O)c1ccc(CNC(=O)CN2C(=O)NC3(CCc4ccccc43)C2=O)cc1 (stereo not given)	-10	3	1	-0.9	1	0	-4	-2	-1	i
O=C(NC(Cc1ccc(O)cc1)C(=O)O)c1ccco1 (stereo not given)	-5	3	-1	0.4	-3	0	3	3	-2	i
N#CCCS(=O)(=O)c1ccc(N)cc1	12	-4	6	-1.0	3	0	-2	6	0	i
O=C(O)c1cccc(Br)c1	-10	1	7	-8.9	0	-1	8	1	-2	i
CC(O)/C=C/c1ccc2ccccc2n1 (stereo not given)	-4	0	-11	-1.5	-4	-1	1	-5	-20	i
CCCS(=O)(=O)Nc1c(OC)ccc2c1c(C(=O)OCC)c(C)n2C	-14	-2	1	-1.2	7	3	-4	-1	8	i
CCOC(=O)CNC(=O)c1cccnc1Oc1ccc(Cl)cc1	0	4	-5	-0.6	2	5	3	-2	2	i
CN(c1ccc(C(=O)Nc2nccs2)cc1)S(=O)(=O)c1ccccc1	13	12	3	-1.1	-10	-4	10	0	11	i
COc1ccc(-c2[nH]ncc2CN(CCO)CC23CC4CC(CC(C4)C2)C3)c(OC)c1	5	1	-4	0.5	-6	-2	-11	-2	-4	i
CSc1ccn(CCC(=O)O)c(=O)n1	13	0	-8	-2.3	-1	2	-4	-2	-3	i
CCC(CC)COC(=O)C(C#N)c1nc2ccccc2nc1N1CCN(CC)CC1 (stereo not given)	-21	-11	0	1.9	-7	-11	9	0	-20	i
Cc1nn(-c2ccccc2)c2sc(C(=O)O)cc12	-4	11	0	0.4	-2	4	0	1	-1	i
COc1ccc(C(=O)NNC(=O)CN2CCC(n3nnc4cc(C(F)(F)F)ccc43)CC2)cc1	8	2	-8	-0.4	1	0	-2	3	1	i
O=C(NC1CCCCC1)c1ccccc1NC(=O)C1CC(=O)N(c2ccccc2)C1 (stereo not given)	0	2	-10	-0.9	2	11	3	-2	3	i
Cc1ccc(N(CN2C(=O)NC(C)(C)C2=O)CN2C(=O)NC(C)(C)C2=O)cc1	4	-1	-6	-3.3	-5	1	21	2	0	i
CCOC(=O)c1c(C)oc2c1cc(NS(=O)(=O)c1ccc(C(=O)O)cc1)c1ccccc12	-17	33	-16	2.2	0	-26	-6	-1	3	i
COC(=O)C(C)Oc1ccc(-c2nccc(-c3cccs3)n2)cc1 (stereo not given)	5	-16	5	3.2	-6	-11	-4	2	4	i
Cc1ccc(NC(=O)CN(C)C(=O)Cn2c(=O)oc3ccccc32)cc1	-30	-7	0	-0.5	-4	1	7	0	-10	i
CCCCCCN(C(=O)CCCN1C(=O)NC(c2ccc(-c3ccccc3)cc2)C(C(=O)OCc2ccccc2)=C1C)C(C)C(=O)NCCCC (stereo not given)	2	5	1	6.1	-1	-5	0	5	-17	i
CCCCNC(=O)c1nn2c(C(F)(F)F)cc(-c3ccccc3)nc2c1Br	-4	-10	-5	1.2	0	1	-3	4	5	i
CC(=O)c1cc(CN2CCN(CCc3ccccc3)C(CCO)C2)cs1 (stereo not given)	-7	4	-12	-1.3	-2	0	-3	-1	-2	i
O=C(NC1CC1)C1CCN(c2ccc(S(=O)(=O)N3CCOCC3)cc2)CC1	-6	0	6	0.1	-2	3	6	-1	3	i
CCCCn1c(N)c(N(CC)C(=O)c2cccc(F)c2)c(=O)[nH]c1=O	17	-3	-5	-0.2	2	-2	10	0	-1	i
CCCCC(CC)CNC(=O)CCS(=O)(=O)c1cccc2nonc12 (stereo not given)	-6	-29	15	-0.1	5	-2	9	2	1	i

Random excerpt: five records from the list
SMILES	CendR NRP1 mod	SUMO1-SIM PPI	Scp1 inh	LMPTP block	NadD block	DNMT1 block	SKN-1 inh	STEP inh	MT1-MMP act inh	Rpn11 block
CCCCCCN(C(=O)CCCN1C(=O)NC(c2ccc(-c3ccccc3)cc2)C(C(=O)OCc2ccccc2)=C1C)C(C)C(=O)NCCCC (stereo not given)	2	5	1	6.1	-1	-5	0	5	-17	i
CCCCn1c(N)c(N(CC)C(=O)c2cccc(F)c2)c(=O)[nH]c1=O	17	-3	-5	-0.2	2	-2	10	0	-1	i
CCCCNC(=O)c1nn2c(C(F)(F)F)cc(-c3ccccc3)nc2c1Br	-4	-10	-5	1.2	0	1	-3	4	5	i
CCOC(=O)c1c(C)oc2c1cc(NS(=O)(=O)c1ccc(C(=O)O)cc1)c1ccccc12	-17	33	-16	2.2	0	-26	-6	-1	3	i
CC(=O)c1cc(CN2CCN(CCc3ccccc3)C(CCO)C2)cs1 (stereo not given)	-7	4	-12	-1.3	-2	0	-3	-1	-2	i

The listing continues.
SMILES	CendR NRP1 mod	SUMO1-SIM PPI	Scp1 inh	LMPTP block	NadD block	DNMT1 block	SKN-1 inh	STEP inh	MT1-MMP act inh	Rpn11 block
COc1cccc(/C=C/C(=O)OCC(=O)c2ccc3c(c2)NC(=O)CO3)c1	-15	3	15	5.1	16	45	-2	4	-8	i
O=C(OCc1ccc([N+](=O)[O-])cc1)c1ccc(N2CCCC2)c([N+](=O)[O-])c1	12	-6	-8	2.1	-1	-3	-2	2	8	i
CC(C)n1nc(C(=O)Oc2cccc(Cl)c2Cl)c2ccccc2c1=O	-1	2	-2	1.3	-6	2	-3	2	1	i
COc1cc(/C=C/C(=O)Nc2cccc(S(=O)(=O)N3CCOCC3)c2)ccc1OCC#N	-4	-14	-10	2.0	-7	-4	14	-3	11	i
OC[C@@H]1CN(Cc2ccccc2)C[C@H](n2cnc3c(Nc4ccccc4)ncnc32)O1	-7	-1	.	-0.5	-2	-1	9	-5	-1	i
CCOc1ccc(N(CC(=O)N/N=C(\C)c2cccc(NC(C)=O)c2)S(=O)(=O)c2ccccc2)cc1	-1	-4	-4	1.7	-6	-4	-5	0	-2	i
COc1ccccc1-c1cnn2c(NCc3ccccc3)cc(C)nc12	-2	4	-8	3.7	6	-5	8	1	-3	i
C=CCn1c(SCC(=O)NNC(=S)Nc2ccccc2)nnc1-c1ccccc1	6	-4	-14	-2.1	5	-7	-11	2	1	i
CCOc1cc(C=NNC(=O)CCCC(=O)NN=Cc2ccc(O)c(OCC)c2)ccc1O	-6	-1	-8	-0.2	6	-1	1	0	0	i
COCCn1c(=S)[nH]c2cc(C(=O)NCc3ccc(F)cc3)ccc2c1=O	-8	-3	.	-1.1	-2	0	-16	0	6	i
CCOc1ccc2[nH]c(C)c(CN3CCOCC3)c(=O)c2c1	11	-2	-5	-0.8	-8	0	13	3	-1	i
CN(Cc1cn(-c2ccccc2)nc1-c1cc2ccccc2o1)C(=O)CCC(=O)O	-13	13	-8	0.1	-11	-2	1	1	4	i
C/C(N)=C(/C#N)C(=O)COC(=O)c1ccc(C#N)cc1	-3	-3	-2	-1.8	-2	7	1	-8	10	i
Cc1ccc(F)cc1-c1cc2nc(NCCCN(C)C)n(C)c(=O)c2s1	4	-16	.	-2.3	-3	-1	6	0	-2	i
CCOC(=O)/C=C1\SCC(=O)N1CC(=O)N1CCOCC1	3	0	-17	2.1	-10	3	-5	4	-4	i
O=C(NCC1CCCO1)C(c1cccs1)N(Cc1cccs1)C(=O)c1ccc(-c2ccccc2)[nH]1 (stereo not given)	-8	-5	-7	2.4	1	-18	-4	-2	-22	+
CCCOc1ccc(/C(O)=C2/C(=O)C(=O)N(CCN3CCOCC3)C2c2ccccc2)cc1 (stereo not given)	7	-3	-8	-1.7	-3	-1	4	2	1	i
COc1ccc(C(=O)Nc2nc(-c3ccccc3)c(C(C)=O)s2)c(OC)c1	-7	-7	-1	0.0	-8	0	-5	3	2	i
Cc1ccc(NS(=O)(=O)c2ccc(C(=O)N3CCN(c4ncccn4)CC3)cc2)cc1	-11	3	11	0.6	5	0	9	0	-14	i
CN(CCc1ccccc1)C(c1ccnc2ccccc12)c1nnnn1-c1ccc2c(c1)OCCO2 (stereo not given)	-5	-1	.	3.5	2	.	0	.	-1	.
CCOc1ccc(NC(=O)CCC(=O)NNC(=O)c2ccccc2Cl)cc1	-8	-1	1	-1.7	1	-1	17	-2	-3	i
O=C(CC1SC(N2CCOCC2)=NC1=O)Nc1cc([N+](=O)[O-])ccc1Cl (stereo not given)	7	-17	-6	0.2	-7	1	-8	-4	2	i
CC(O)c1nc2ccccc2n1Cc1nnc(-c2ccc(Cl)cc2)o1 (stereo not given)	-20	3	-5	0.4	-3	1	8	-2	-1	i
COc1ccc(N2CCN(C(=O)c3cccnc3)CC2)c([N+](=O)[O-])c1	-17	-21	-7	0.5	-3	4	-8	3	3	i
CC1CC(C)CN(S(=O)(=O)c2cccc3cccnc23)C1 (stereo not given)	0	7	-6	-0.4	3	-2	-4	1	0	i
Cc1noc(NC(=O)c2cccc(Cl)c2Cl)c1C#N	8	1	-2	0.1	6	-1	-1	-1	-2	i
COc1ccccc1S(=O)(=O)Cc1ccc(C(=O)N2CCOCC2)o1	-8	-5	-6	-0.7	2	3	5	0	-5	i
OCCN1C2=NCCCN2c2ccccc21	-7	-4	-9	-0.4	7	4	12	-2	-4	i
COc1ccccc1NC(=S)NN=C(C)c1ccccn1	1	-15	1	-0.3	1	-12	-6	-2	15	i
COc1ccc(/C=C2/C(=O)ON=C2c2ccccc2)cc1OC	-12	2	-6	-0.2	12	3	-11	1	4	i
O=C(CCc1ccccc1)NNC(=O)c1ccccc1F	2	-1	-8	-0.6	3	-2	11	0	0	i
N#CC1=C(N)OC2=C(C(=O)CCC2)C1c1ccc2c(c1)OCO2 (stereo not given)	0	2	1	-0.5	0	4	5	0	-2	i
CCc1nc2ccccc2c(=O)n1NC(=O)c1c(O)c2cccc3c2n(c1=O)CCC3	-9	27	-4	2.7	21	0	-7	1	-10	i

Source: PubChem BioAssay (Sanford-Burnham Center for Chemical Genomics)
